Screening results (PubChem)
pAkt inh = HTS Assay for Inhibitors of Akt Phophorylation: Primary Screen; AID 651550, 2012; activity change, % for hits at 50 µM; 360,000 tested, 0.32% active; Neuro2A IGF-stimulated pAkt S473 HTRF, 20 min; stronger effect = lower value; in the data active = activity change below about -80%; inconclusive = mostly about -51% to -80%; note: % is set by controls: 0 for no effect and ±100 for the full control effect
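Single-point screen (50 µM final compound) in Neuro2A cells stimulated 20 min with 6 nM IGF at 37 deg C. After lysis, Ser473-phosphorylated Akt read by HTRF (ex 330 nm, em 615/665 nm) as the 665/615 ratio.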
CCT chaperon mod = High-Throughput Screening for Modulators of Cytosolic Chaperonin Activity; purified chaperonin ATPase assay, HTRF ADP detection, 30 min; activity change, % (concentration not given with the values), hits read low; 360,000 tested, 0.3% active; AID 651819, 2012; in the data active = activity change below about -30%; note: % is set by controls: 0 for no effect and ±100 for the full control effect
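ATPase activity: ADP formed was measured by HTRF Transcreener (665/615 nm ratio) after 30 min at 37 deg C with 10 uM ATP. Compounds screened at one 76 uM concentration against 40 or 20 nM TRiC in Tris pH 7.4/KCl/MgCl2/DTT buffer.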
MmCpn inh = Inhibitors of TCP-1 ring complex (TRiC) of Methanococcus maripaludis (MmCpn): qHTS. purified Mm-Cpn ATPase, ADP Transcreener TR-FRET. Potency, µM (doses to about 76.9 µM), for the others: at the top dose activity, negative = inhibition, usual class: inhibitors. 330,000 tested, 0.031% active; note: potency is the fitted concentration of half-maximal effect; % is set by controls: 0 for no effect and ±100 for the full control effect; nearly all actives have a fitted effect of over 80% in size
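Eu-cryptate anti-ADP/ADP-d2 competition gives a ratio inversely related to ADP. Enzyme at 25 nM was pre-exposed to compound for 10 min, then given 10 uM ATP for 30 min, 37°C throughout.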
Nrf2 ARE act = qHTS of Nrf2 Activators | AREc32 ARE-luciferase reporter (MCF7-derived line), luminescence, 24 h | Potency, µM (titrated, usually from 46.1 µM), for inactives: top-dose activation, most hits filed as activators | 410,000 tested, 0.31% active | AID 624171, 2012; note: potency is the fitted concentration of half-maximal effect; % of control where 0% means no effect; nearly all actives have a fitted effect of over 65% in size
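ARE activation measured as luciferase luminescence (Steady-Glo, 30 min RT) in AREc32_Fluc cells after 24 hr compound exposure at 37 deg C, 5% CO2; cells seeded overnight at 1000/well in OPTI-MEM, 5% FBS.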
Nrf2 block = Nrf2 qHTS screen for inhibitors | 360,000 tested, 2.1% active | A549 ARE-Fluc reporter, luciferase luminescence, 18-24 h | AID 504444, 2011 | Potency, µM (doses to about 46 µM), for inactives: at the top dose activity change, negative = inhibition, most hits filed as inhibitors; note: potency is the fitted concentration of half-maximal effect; % is set by controls: 0 for no effect and ±100 for the full control effect; nearly all actives have a fitted effect of over 60% in size
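Nrf2 function is reported as luminescence of an ARE-controlled luciferase in A549 cells. Compounds were tested at several concentrations, and a CellTiter-Fluor read on the same wells flagged cytotoxicity.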
S2 tox = Viability Counterscreen for Primary qHTS for Inhibitors of ATXN expression; S2 cells (HEK-293 line with an ATXN2-luciferase reporter) viability, CellTiter-Fluor protease fluorescence, 24 h; Potency, µM (titrated, usually from 56.7 µM), most hits filed as cytotoxic; 400,000 tested, 0.49% active; AID 651635, 2014; note: potency is the fitted concentration of half-maximal effect; nearly all actives have a fitted effect of over 40% in size
HepG2 viability = qHTS for Inhibitors of TGF-b: Cytotox Counterscreen; AID 588856, 2011; HepG2 CAGA-GFP viability, ATP luminescence, 18 h; 410,000 tested, 0.76% active; Potency, µM (titrated, usually from 46.1 µM), inactives show at the highest dose activity change, negative = cytotoxicity, hits mostly cytotoxic; note: potency is the fitted concentration of half-maximal effect; some results filed as inactive show a strong effect at the top dose
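HepG2 CAGA-GFP cells (1000/well, DMEM with 1% FBS) received compound, then TGF-beta at 500 pg/mL final, and were incubated 18 hours at 37 degrees C. Viability was read by CellTiter-Glo luminescence. Media-only wells were set as complete cell-killing and DMSO as no toxicity.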
A549 viability = Nrf2 qHTS screen for inhibitors: counterscreen for cytotoxicity; Potency, µM (series often up to 46 µM), for inactives: at the top dose activity change, negative = cytotoxicity, usual class: inhibitors; AID 504648, 2011; A549 ARE-Fluc cells, CellTiter-Fluor viability, 18-24 h; 390,000 tested, 0.16% active; note: potency is the fitted concentration of half-maximal effect; % is set by controls: 0 for no effect and ±100 for the full control effect
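A549 ARE_Fluc cells in 5% FBS OPTI-MEM were exposed to compounds in concentration-response for 18-24 h at 37 deg C. Viability was read by CellTiter-Fluor fluorescence (Ex 405/Em 525) after 30 min, before the luciferase read.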
TGFb SMAD3 inh = qHTS for Inhibitors of TGF-b; HepG2 CAGA-GFP TGF-b/SMAD3 reporter, GFP fluorescence, 18 h; TGF-beta stimulated, 500 pg/mL final; Potency, µM (series often up to 46.1 µM), for the others: at the highest dose activity, negative = inhibition, hits mostly inhibitors; 410,000 tested, 1.2% active; note: potency is the fitted concentration of half-maximal effect; % is set by controls: 0 for no effect and ±100 for the full control effect; nearly all actives have a fitted effect of over 65% in size
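Read-out: total well GFP (ex488/em500-530) summed from mean per-cell fluorescence. Cells: HEPG2 CAGA-GFP, 1% FBS DMEM, 18 h at 37 degrees C with 500 pg/mL final TGF-beta. Unstimulated wells served as the full-inhibition control; stimulated DMSO wells = 0%.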
Numbers without * were called inactive; i = inactive; ? = inconclusive; . = no result given; & = joins results of further samples; [ ] = remark or other dose. Unless noted, calls come from the whole dose curve; as a rule, active = well fitted curve in the direction sought with a large enough effect; inconclusive = small, poorly fitted or top-dose-only effect, or another doubt; inactive = no such curve, though single readings can be large; an effect the other way counts as inactive or inconclusive.

SMILES	pAkt inh	CCT chaperon mod	MmCpn inh	Nrf2 ARE act	Nrf2 block	S2 tox	HepG2 viability	A549 viability	TGFb SMAD3 inh
O=C(Cc1cccs1)Nc1cccc([N+](=O)[O-])c1	i	-1.9	-12%	27%	-8%	i	-2%	1%	-5%
CCCN(C(=O)c1cc(C)ccc1C)c1c(N)n(Cc2ccccc2)c(=O)[nH]c1=O	i	-0.9	-2%	-0.9%	-10%	i	3%	-8%	-4%
CCCN(CCC)S(=O)(=O)c1ccc(C)cc1	i	-5.8	-4%	-0.2%	1%	i	-1%	1%	8%
COc1ccc(CNC(=O)CNC(=O)c2c(C)nn(C)c2Cl)cc1	i	-0.2	1%	0.3%	6%	i	0%	-4%	-26%
Cc1occc1-c1nnc(SCC(=O)N2CC(=O)Nc3ccccc32)n1CC(C)C	i	-0.2	0%	2.9%	16%	i	-11%	2%	2%
CCOC(=O)c1ccc(CN(Cc2ccccc2)S(=O)(=O)c2ccc(Cl)cc2)cc1	.	.	.	-1.1%	.	.	-57%	-13%	18%
Cc1ccc(CN2C(=O)CC(c3ccc(Cl)cc3)c3c(C)nn(-c4nc(C)cc(C)n4)c32)cc1 (configuration not stated)	.	.	.	8.0%	?	.	-27%	-17%	-10%
CCNC(=O)C1CCCN(C(=O)c2cc(F)cc(F)c2)CC1 (configuration not stated)	i	0.1	.	0.6%	.	i	1%	.	14%
O=C1C2C3C=CC(C3)C2C(=O)N1c1nc2ccccc2s1 (configuration not stated)	i	-3.5	1%	-0.4%	?	i	-2%	2%	0%
COc1ccc(NC(=O)CSc2c3c(nc4ccccc24)CCC3)cc1Cl	.	.	.	0.4%	0%	.	-7%	12%	-5%
COc1ccc(C(=O)Nn2c(CC(C)C)nc3cc(Cl)ccc3c2=O)c(OC)c1	i	-1.6	-1%	2.3%	?	?	-19%	-9%	?
CCOC(=O)c1ccc(-c2ccc(/C=N/NC(=O)CN(c3ccccc3Br)S(C)(=O)=O)o2)cc1	i	-3.7	-2%	0.7%	7%	?	-13%	0%	-9%
COc1cccc(C(=O)Nc2ccc(NC(=O)c3ccco3)cn2)c1	i	-13	0%	0.3%	5%	i	-15%	0%	18%
CCn1c(Cc2ccccc2)nnc1SCC(=O)N1CCCC1=O	i	-0.5	-3%	0.0%	7%	?	8%	-5%	-1%
COc1ccccc1NC(=O)COc1ccc(/C=N/NC(=O)CSCc2cc(C)cc(C)c2)cc1	i	1.8	1%	-0.3%	?	i	-1%	5%	5%
O=[N+]([O-])c1ccc(/C=N\NS(=O)(=O)c2ccc(F)cc2)o1	i	-4.6	-1%	11%	-26%	i	-5%	-7%	?
Cc1sc2nc(CN3CCOCC3)nc(N3CCC(C(N)=O)CC3)c2c1C	i	-1.5	1%	-0.4%	3%	i	-48%	1%	-3%
Cn1nc(C(=O)N2CCN(c3ccc(F)cc3)CC2)c2c1-c1ccccc1S(=O)(=O)C2	i	0.4	2%	0.0%	-10%	i	0%	2%	1%
CC(C)N(C(=O)CSc1nnnn1-c1ccc2c(c1)OCO2)C(C)C	i	-0.3	-7%	-1.1%	-1%	i	-6%	-1%	0%
Cc1cc(C)cc(NC(=O)Cn2nnc(C(=O)NCc3ccccc3Cl)c2N)c1	i	3.8	2%	-0.4%&-1.3%	?	i	-34%&-39%	-9%&-16%	?

Pulled one by one from the entries so far (five):
SMILES	pAkt inh	CCT chaperon mod	MmCpn inh	Nrf2 ARE act	Nrf2 block	S2 tox	HepG2 viability	A549 viability	TGFb SMAD3 inh
CCNC(=O)C1CCCN(C(=O)c2cc(F)cc(F)c2)CC1 (configuration not stated)	i	0.1	.	0.6%	.	i	1%	.	14%
Cn1nc(C(=O)N2CCN(c3ccc(F)cc3)CC2)c2c1-c1ccccc1S(=O)(=O)C2	i	0.4	2%	0.0%	-10%	i	0%	2%	1%
Cc1cc(C)cc(NC(=O)Cn2nnc(C(=O)NCc3ccccc3Cl)c2N)c1	i	3.8	2%	-0.4%&-1.3%	?	i	-34%&-39%	-9%&-16%	?
O=C1C2C3C=CC(C3)C2C(=O)N1c1nc2ccccc2s1 (configuration not stated)	i	-3.5	1%	-0.4%	?	i	-2%	2%	0%
Cc1ccc(CN2C(=O)CC(c3ccc(Cl)cc3)c3c(C)nn(-c4nc(C)cc(C)n4)c32)cc1 (configuration not stated)	.	.	.	8.0%	?	.	-27%	-17%	-10%

Continued:
SMILES	pAkt inh	CCT chaperon mod	MmCpn inh	Nrf2 ARE act	Nrf2 block	S2 tox	HepG2 viability	A549 viability	TGFb SMAD3 inh
CCCC(C)NC(=O)CSc1nnc2ccccn12 (configuration not stated)	i	-11	-1%	0.4%	-7%	i	1%	7%	-3%
COc1ccc2c(c1OC)C(=O)NC(C)=C(C(=O)OC(C)(C)C)C2O (configuration not stated)	i	-1.8	0%	5.6%	1%	i	2%	0%	-3%
COC(=O)C1C(=O)OC(C)(C)C1C(C)C(=O)c1ccc(C)cc1C (configuration not stated)	i	-2.1	1%	-0.2%	0%	i	0%	-2%	0%
CCOc1ccc(NC(=O)CN(C)S(=O)(=O)c2cccc3cccnc23)cc1	i	-0.4	1%	0.5%	5%	i	5%	4%	4%
Cc1ccc2cccc(NC(=O)c3ccc(-c4cc(Cl)ccc4Cl)o3)c2n1	.	.	.	-1.2%	8%	i	-31%	-1%	23%
Cc1ccc(-c2cnc(C3CC3)o2)cc1S(=O)(=O)Nc1cccc(C#N)c1	.	.	.	0.7%	.	?	-43%	-8%	10%
CC1CCc2sc(C(=O)NCCCn3ccnc3)cc2C1 (configuration not stated)	i	-1.6	1%	-0.2%	?	i	-17%	0%	-24%
CCOC(=O)C(C)On1c(SC(C)C(=O)OCC)nc2ccccc2c1=O (configuration not stated)	i	-2.0	-1%	-1.0%	4%	i	-17%	-14%	-13%
CSCCC(NS(=O)(=O)c1ccc(C)cc1)C(=O)NC1CCCCCC1 (configuration not stated)	i	1.6	1%	0.5%	8%	i	-4%	-6%	2%
O=C(CSc1ncnc2ccccc12)N1CCNC1=O	i	-1.0	-5%	14%	-28%	i	4%	-3%	5%
COc1ccc(-n2c(=O)c3c4c(sc3n(Cc3ccc(F)cc3)c2=O)CN(C(C)=O)CC4)c(OC)c1	.	.	.	-0.3%	?	i	-31%	2%	?
CCCOc1ccc(C2c3c(-c4ccccc4O)n[nH]c3C(=O)N2Cc2ccncc2)cc1OCC (configuration not stated)	.	.	.	0.1%	-27%	?	3%	-3%	16%
CCN1C(=O)c2c(C)nc3ccccc3c2C1=O	i	0.2	2%	0.2%	12%	i	0%	-5%	16%
COc1ccccc1NC(=O)OC(C)c1ccc(Cl)cc1 (configuration not stated)	i	0.9	1%	2.0%	-16%	i	5%	15%	10%
O=C(C1=C[C@H](c2ccc(C(F)(F)F)cc2)C[C@H](OCc2ccc(CO)cc2)O1)N1CCN(Cc2ccccc2)CC1	i	0.4	.	-0.7%	?	?	-15%	?	?
Cc1ccc(NC(=O)CSc2nc3[nH]ncc3c(=O)[nH]2)cc1Cl	i	0.1	0%	0.2%	5%	i	-17%	0%	-10%
O=C(C[n+]1cc(-c2ccc(Cl)c(Cl)c2)n2c1CCC2)OCc1ccccc1	i	-0.7	-1%	0.3%	10%	i	-5%	1%	14%
CC(=O)NCCC(=O)Nc1cc(S(=O)(=O)N2CCCCC2)ccc1N1CCCCC1	i	0.9	-2%	0.9%	?	i	-12%	-2%	2%
O=S(=O)(NCC(c1ccco1)S(=O)(=O)c1cccs1)c1ccccc1 (configuration not stated)	.	.	.	10.0%	.	.	3%	-2%	-11%
CCOC(=O)N1CCN(S(=O)(=O)c2ccc(Br)cc2)CC1	i	0.8	-1%	0.2%	8%	i	3%	7%	3%
O=C1c2ccccc2S(=O)(=O)N1CC(O)Cn1ccc2ccccc21 (configuration not stated)	i	1.6	.	0.0%	?	i	0%	-1%	6%
COc1cccc(OC)c1C(=O)Nc1ccccc1N1CCCC1	i	-1.5	0%	-1.7%	7%	i	-10%	5%	4%
O=C(CSC1=NS(=O)(=O)c2ccccc2N1)c1ccccc1	i	-4.2	0%	0.9%	17%	i	-7%	-3%	?
O=C(N=C1SC2CS(=O)(=O)CC2N1c1ccc(Cl)cc1Cl)C1CCCO1 (configuration not stated)	i	1.5	1%	-1.3%	4%	i	-7%	2%	-14%
CN(C)CCNc1ccc2nnn3c4ccc(O)cc4c(=O)c1c23	i	-3.1	.	2.3%	-7%	?	-14%	-5%	?
CCN1CCCC1CNCc1cc(OC)c(OC)c(OC)c1 (configuration not stated)	i	1.6	2%	0.1%	13%	i	1%	20%	-5%
Cc1cc(C)c(C#N)c(N2CCN(c3ccccc3)CC2)n1	i	-2.8	0%	-0.3%	2%	?	-3%	1%	3%
COCCNc1nc(Oc2cncc(Cl)c2)c2sccc2n1	i	0.4	.	7.4%	.	i	0%	.	-16%
N#Cc1nc(-c2ccc(OCc3ccc(Cl)cc3)cc2)oc1N1CCC(C(N)=O)CC1	i	-4.2	-13%	0.1%	-17%&5%	i	7%&-1%	-10%&0%	-6%&4%
c1ccc(C2=Nc3ccccc3NC(c3ccccc3)C2)cc1 (configuration not stated)	i	0.4	1%	10%	?	i	-17%	0%[1.84 µM]	-18%
Cc1ccc(C(C)(C)C)c(OCCN2CCCC2)c1	i	-0.5	-1%	0.8%	9%	i	4%	-5%	-2%
CSc1ccc(CN2CCC2(C)C(=O)NC2CCN(Cc3ccccc3)CC2)cc1 (configuration not stated)	i	0.7	.	6.8%	.	i	-29%	.	0%
CCCSCCCNC(=O)c1cc2n(n1)CCCN(Cc1ccc(C)cc1)C2=O	.	.	.	3.7%	.	i	-19%	3%	?
